NPY-Y1 PAM-ag = potentiators or agonists of human neuropeptide Y receptor Y1; P25929; NPY-Y1 expressing cells, potentiator/agonist activation; activation, % at 3.6 µM; hit rate 0.37% among 220,000; AID 1304; in the data active = activation above about 33%, passing the limit was not always enough;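 note: cells stimulated with NPY at EC10 then isoproterenol at EC100; 0% = low agonist plus stimulus and 100% = saturating agonist plus stimulus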
Runt-CBFb FRET = inhibitors of human RUNX1 Runt domain binding to CBFb. Q01196+Q13951. Cerulean-Runt/Venus-CBFb FRET ratio 530/480, 1 h. inhibition, % at 20 µM. hit rate 0.46% among 220,000;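 active = inhibition over about 50% at 20 µM in the single-dose screen, limit read from the data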;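 note: 0% = DMSO wells and 100% = excess unlabeled CBFb competitor control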
Target sequence (Q01196 whole entry, looked up, the tested form may be a part): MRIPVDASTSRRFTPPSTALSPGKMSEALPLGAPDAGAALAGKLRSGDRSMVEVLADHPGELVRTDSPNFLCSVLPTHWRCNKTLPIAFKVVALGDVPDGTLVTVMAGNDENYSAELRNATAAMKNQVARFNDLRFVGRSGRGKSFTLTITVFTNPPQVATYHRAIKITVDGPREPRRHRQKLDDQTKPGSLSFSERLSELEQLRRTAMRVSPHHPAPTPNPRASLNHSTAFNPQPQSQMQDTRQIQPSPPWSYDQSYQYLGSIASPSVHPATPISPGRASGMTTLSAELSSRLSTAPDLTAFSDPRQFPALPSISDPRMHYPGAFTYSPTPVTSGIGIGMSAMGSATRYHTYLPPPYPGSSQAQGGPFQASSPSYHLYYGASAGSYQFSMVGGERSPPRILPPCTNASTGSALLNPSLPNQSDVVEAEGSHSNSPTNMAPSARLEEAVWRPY
Target sequence (Q13951 whole entry, looked up, the tested form may be a part): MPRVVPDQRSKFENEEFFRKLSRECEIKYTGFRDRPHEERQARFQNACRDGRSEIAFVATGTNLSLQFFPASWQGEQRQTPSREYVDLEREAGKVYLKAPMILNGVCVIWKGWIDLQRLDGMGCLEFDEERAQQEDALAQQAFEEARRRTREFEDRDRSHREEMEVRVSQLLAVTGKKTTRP
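Assay system: Cerulean-tagged RUNX1 Runt domain (FRET donor) fusion protein / Amount: 100 nM each of Venus-CBFb and Cerulean-Runt domain / Medium: Tris buffer pH 7.5 with salts and BSA / Also added: Venus-CBFb 100 nM / Schedule: 1 h complex formation plus 1 h compound treatment, room temperature / Signal: FRET fluorescence / Read-out: loss of energy transfer signal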
Hck Nef HTS = blocks Nef-activated human Hck kinase | Recombinant Hck-YEEI plus Nef, Z-Lyte FRET kinase assay | inhibition, % at 20 µM | hit rate 0.68% among 220,000 | AID 463187;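 active = Hck-Nef kinase inhibition above about 50%, limit read from the data; inactive = inhibition below that limit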;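 note: 0% = DMSO with Hck plus Nef and 100% = Hck alone without Nef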
RBBP9 inh = inhibitors of human serine hydrolase RBBP9; O75884; inhibition, % at 7.94 µM; AID 1515; hit rate 0.2% among 220,000; recombinant RBBP9, FP-Rh probe fluorescence polarization;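 active = inhibition above the campaign mean of all tested compounds plus 3 SD, cut at about 14% in these data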;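 note: plate controls were DMSO wells with RBBP9 for no effect and wells lacking RBBP9 protein for full effect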
Target sequence (O75884 whole entry, looked up): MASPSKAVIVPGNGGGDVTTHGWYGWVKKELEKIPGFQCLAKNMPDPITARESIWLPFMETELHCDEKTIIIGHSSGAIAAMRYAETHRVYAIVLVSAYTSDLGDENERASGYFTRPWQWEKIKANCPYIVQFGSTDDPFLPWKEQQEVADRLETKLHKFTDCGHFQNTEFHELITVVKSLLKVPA
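Test system: recombinant human RBBP9; Timing: 30 min then 45 min, 25 °C; Detection: fluorescence polarization; Control set: RBBP9 with DMSO as uninhibited control, no-protein wells as full inhibition; Compound dosing: one concentration, 7.94 µM nominal, 0.794% DMSO; Probe or stimulus: FP-Rh activity-based probe, 375 nM before mixing.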
NPY-Y1 antag = blocks the human neuropeptide Y Y1 receptor | P25929 | HEK293-CNG Y1 cells, membrane potential fluorescence; NPY at EC95, then isoproterenol | inhibition, % at 3.6 µM | hit rate 1% among 200,000;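 active = inhibition above the campaign mean inhibition of all tested compounds plus 3 SD, cut at about 20% in these data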;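 note: 0% = DMSO wells given NPY plus isoproterenol and 100% = isoproterenol alone without NPY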
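System: HEK293 cells with Y1 receptor plus CNG channel / Probe or stimulus: NPY 25 nM then isoproterenol 1 µM plus Ro 20-1724 25 µM / Compound: one concentration, 3.6 µM, in 0.4% DMSO / Schedule: compound incubation 1 h at room temperature, readout 45 min post-stimulation / Measured by: membrane potential fluorescence / Read-out: % inhibition of NPY effect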
MDM2 E3 inh = inhibitors of human Mdm2 E3 ubiquitin ligase; hit rate 0.11% among 210,000; cell-based MDM2 ubiquitination luciferase reporter, 2 h; 0 = plate control, 100 = twice control, blank-subtracted; signal enhancement, % at 5 µM;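 active = signal enhancement of 30% or more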;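 note: luminescence tracks abundance of the self-degrading MDM2-luciferase fusion protein; higher signal means inhibition of MDM2 E3 ligase activity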
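System: stable MDM2–luciferase fusion reporter cells / Input: 2000 cells seeded into each well / Schedule: 4 h settle plus 2 h compound, 37 °C / Compound: single-point 5 µM / Buffer or medium: cells held in DMEM / Benchmarks: control and blank well means / Evaluation: percent signal gain over controls, blank-subtracted / Measured by: luciferase luminescence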
NPY2 pot ag = potentiates or activates human NPY-Y2 receptor; cells expressing NPY-Y2, potentiator/agonist read-out; activation, % at 3.6 µM; hit rate 0.45% among 220,000; in the data active = activation above about 27%;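 note: cells stimulated with NPY near EC25 plus isoproterenol at EC100; 0% = vehicle plus submaximal agonist and 100% = vehicle plus saturating agonist; some results beyond the cut were filed as inactive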
p97 inhibitor = blocks human p97 ATPase activity | P55072 | inhibition, % at 8 µM | recombinant p97 ATPase, Kinase-Glo ATP luminescence, 3 h | hit rate 0.42% among 220,000; in the data active = inhibition above about 15%;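 note: 0% = DMSO vehicle and 100% = wells lacking enzyme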
Runt-SMMHC FRET = Runt domain-CBFb-SMMHC interaction inhibition. Cerulean-Runt/Venus-CBFb-SMMHC FRET ratio 530/480, 1 h. inhibition, % at 20 µM. hit rate 0.74% among 220,000;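 active = mean inhibition across duplicate retests at 20 µM reaching about 50%, limit read from the data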;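 note: 0% = DMSO wells and 100% = wells with excess untagged CBFb-SMMHC; inhibitors lower the FRET ratio by blocking Runt binding to CBFb-SMMHC; some results filed as inactive read as strong as hits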
Active calls of the source: *; . = not tested or not shown.

Value order: NPY-Y1 PAM-ag	Runt-CBFb FRET	Hck Nef HTS	RBBP9 inh	NPY-Y1 antag	MDM2 E3 inh	NPY2 pot ag	p97 inhibitor	Runt-SMMHC FRET
- CC(C(=O)Nc1cc([N+](=O)[O-])ccc1Cl)N1CCN(c2ccccc2)CC1 (configuration not stated)
  -6.5	-1.9	-53.0	-1.6	4.2	-5.3	-13.1	-0.4	3.5
- COc1ccc(C2C=C(c3ccc(Br)cc3)Nc3nc(NS(C)(=O)=O)nn32)cc1 (configuration not stated)
  22.5	-183.6	0.2	-4.3	3.7	-5.2	3.9	5.2	42.1
- Cc1occc1C(=O)NNC(=O)Nc1ccc(Cl)c(Cl)c1
  9.9	-0.5	2.1	-6.0	-4.0	.	-10.3	1.2	-3.7
- N#Cc1ccc(CO/N=C/c2ccccc2)cc1
  -16.4	-1.2	23.9	-3.7	2.5	3.5	4.7	-2.1	-1.0
- CC(C)(C)C(=O)O/N=C1\CCS(=O)(=O)c2sccc21
  -19.6	-0.3	-27.2	1.4	5.0	-4.4	-0.3	-0.7	1.1
- Cc1ccc(S(=O)(=O)N/N=C/c2cccc(OC3CSC3)c2)cc1
  -14.8	-0.8	1.0	-5.7	1.2	-8.0	-1.0	3.9	-1.6
- Cc1oc(-c2ccccc2)nc1C(=O)N1CCN(c2ccc(F)cc2)CC1
  -39.7	-2.2	2.0	-2.8	8.4	2.1	-2.2	-0.8	-6.3
- COc1cccc(C2C3=C(N=c4s/c(=C\c5ccccc5O)c(=O)n42)c2ccccc2CC3)c1OC (configuration not stated)
  -26.0	.	-16.8	-6.2	1.6	-3.7	-4.6	-4.1	-10.2
- Cc1cc2ccccc2c(=O)n1CC(=O)NCC(=O)N(C)C1CCCCC1
  22.3	1.3	0.3	-3.6	-3.3	-5.0	-2.4	9.7	-0.2
- N=C1SC(CC(=O)Nc2ccc([N+](=O)[O-])cc2)C(=O)N1c1ccccc1 (configuration not stated)
  17.8	0.6	17.2	0.4	.	-14.9	14.8	6.1	2.7
- COC(=O)c1nc(NC(=O)c2ccc(F)cc2)n[nH]1
  1.7	0.8	31.8	-9.8	-5.1	-23.1	0.9	2.2	1.3
- O=C(CSc1nnc(-c2ccco2)o1)NCC(=O)c1ccccc1
  -20.9	1.5	6.4	-5.7	3.6	-5.7	-8.9	1.9	-9.4
- O=C(N/N=C/c1cccnc1)C1CCCN(S(=O)(=O)c2ccccc2)C1 (configuration not stated)
  22.7	-0.4	0.5	-7.9	0.7	-2.9	-12.6	-0.1	-1.6
- CCCCn1nnnc1SCC(=O)Nc1ccc(C)cc1
  -5.0	-3.3	2.6	-1.1	4.6	-1.1	-5.3	-2.8	1.0
- COc1ccccc1C(=O)NCC(=O)Nc1cccnc1
  -6.6	-2.6	-7.7	-4.6	-2.1	-12.1	5.3	-0.6	-0.4
- Cc1ccc(N2C(=O)CC(NCC3CCCO3)C2=O)cc1 (configuration not stated)
  0.6	4.0	25.0	-3.2	9.4	0.7	4.8	4.1	2.4
- COc1cccc(/C=N/N2CCN(c3ccncc3S(=O)(=O)N3CCCCC3)CC2)c1
  -44.1	-11.7	9.2	-2.7	5.9	-22.1	-3.4	0.3	-9.3
- CN1CCN(C(c2ccccn2)c2cc(Cl)c3cccnc3c2O)CC1 (configuration not stated)
  -5.0	7.8	-5.8	-0.3	-0.7	-6.0	0.7	5.4	2.5
- Cc1sc2nc(CN(C(=O)NC3CCCCC3)C3CCCCC3)[nH]c(=O)c2c1C
  3.6	1.0	6.1	1.5	3.4	23.6	-5.0	0.1	2.0
- CCOC(=O)c1cc(-c2ccc(N3CCOCC3)cc2)nn1-c1ccccc1C(=O)O
  1.6	3.1	16.7	-2.2	.	-3.0	4.4	3.3	-2.3

Next part, starting with the last 4 of the part before.
Value order: NPY-Y1 PAM-ag	Runt-CBFb FRET	Hck Nef HTS	RBBP9 inh	NPY-Y1 antag	MDM2 E3 inh	NPY2 pot ag	p97 inhibitor	Runt-SMMHC FRET
- COc1cccc(/C=N/N2CCN(c3ccncc3S(=O)(=O)N3CCCCC3)CC2)c1
  -44.1	-11.7	9.2	-2.7	5.9	-22.1	-3.4	0.3	-9.3
- CN1CCN(C(c2ccccn2)c2cc(Cl)c3cccnc3c2O)CC1 (configuration not stated)
  -5.0	7.8	-5.8	-0.3	-0.7	-6.0	0.7	5.4	2.5
- Cc1sc2nc(CN(C(=O)NC3CCCCC3)C3CCCCC3)[nH]c(=O)c2c1C
  3.6	1.0	6.1	1.5	3.4	23.6	-5.0	0.1	2.0
- CCOC(=O)c1cc(-c2ccc(N3CCOCC3)cc2)nn1-c1ccccc1C(=O)O
  1.6	3.1	16.7	-2.2	.	-3.0	4.4	3.3	-2.3
- Cc1ccc(C(=O)C(NC(=O)c2ccco2)N2CCOCC2)cc1 (configuration not stated)
  0.6	-0.1	0.4	-6.2	2.5	3.3	-0.6	0.5	-2.5
- Cc1ccc(N(CC(=O)NCc2cccs2)S(=O)(=O)c2cccs2)cc1
  2.4	1.3	2.3	-1.8	-4.9	-8.1	9.8	5.3	-1.0
- COc1cc(/C=C2/SC(=S)N(C)C2=O)ccc1OC(=O)c1ccco1
  -18.2	-14.7	3.1	-9.9	2.1	-11.2	8.0	2.8	-54.9
- CCN(Cc1ccncc1)C(=O)c1ccccc1NS(=O)(=O)c1ccc(Br)cc1
  -0.2	-0.2	7.4	-1.9	.	-2.1	10.3	-5.7	-2.3
- O=C(COC(=O)c1ccccc1C(=O)c1ccc(Cl)cc1)NCCc1ccccc1
  -5.2	-2.7	6.8	-8.2	4.7	-4.9	6.9	2.2	-2.3
- CN1CCC(NC(=O)Nc2ccc(Br)cc2)CC1
  11.7	-1.0	13.6	-3.4	.	-6.2	22.9	7.4	-1.3
- NS(=O)(=O)c1ccc(CCNC(=O)CN2CCC(Cc3ccccc3)CC2)cc1
  14.9	-0.2	24.7	-2.4	-3.1	-19.6	3.5	2.1	-2.3
- C=CCn1c(=N)n(CC(O)COc2ccccc2OC)c2ccccc21 (configuration not stated)
  -8.4	0.6	-0.5	-8.0	12.4	-22.0	-8.7	-10.0	2.2
- CSc1nc(SC(C)C(=O)O)c2c3c(sc2n1)COC(C)(C)C3 (configuration not stated)
  6.0	-0.2	18.9	-2.3	.	-7.8	0.7	-1.9	-0.9
- c1ccc(CSc2ccc(-c3ccccn3)nn2)cc1
  5.5	-0.8	23.4	-4.6	6.1	-37.2	3.5	1.6	0.7
- CCC1CC(CSC(=N)N)OC1=O (configuration not stated)
  -5.3	2.5	17.1	4.7	.	-10.3	20.9	5.0	-2.3
- COC(=O)C(NC(C)=O)(Nc1nc2c(s1)CCCC2)C(F)(F)F (configuration not stated)
  9.6	0.3	-1.4	-4.4	8.4	-12.6	-4.0	4.9	2.2
- O=C(Nc1ccc(C(=O)O)cc1)Nc1ccc(F)cc1F
  5.0	-0.4	19.8	4.1	5.7	0.4	5.5	4.1	-1.9
- O=c1ccnc(SCc2ccccc2Cl)[nH]1
  -36.6	-0.7	8.9	-0.7	4.9	-8.6	-3.2	4.2	-3.1
- Cc1ccc(-c2ccccc2NC(=O)CCl)o1
  -2.2	.	-0.1	-11.4	2.8	-14.8	1.8	-7.1	-29.4
- COc1ccccc1-c1c(C)[nH]n2c(=O)c(Cc3ccccc3)c(C)nc12
  -4.6	0.6	2.6	-1.3	13.3	-23.8	-23.3	0.6	-4.1
- O=C(O)c1ccc2c(c1)C(=O)N(NC(=O)c1ccc(O)cc1)C2=O
  -6.8	1.3	2.4	0.5	6.2	2.3	-14.4	4.8	-1.4
- O=C1Cc2ccccc2C(c2ccc(Cl)cc2Cl)N1 (configuration not stated)
  -8.1	1.3	22.5	0.7	.	.	-3.8	-0.6	1.7
- COc1cc2cc(C(c3nnnn3C3CCCC3)N3CCCCC3)c(=O)[nH]c2cc1OC (configuration not stated)
  10.6	-2.3	1.0	-5.1	-0.4	9.3	19.5	5.2	1.7
- Cc1ccc(OCC(=O)Nc2ccccc2-c2ccccc2NC(=O)COc2ccc(C)cc2)cc1
  5.6	-0.2	3.7	-7.5	-1.7	-7.3	1.8	2.1	1.9
- CCN(C(=O)COC(=O)/C=C/c1cnc2ccccc2n1)C1CCS(=O)(=O)C1 (configuration not stated)
  16.7	0.5	15.2	1.4	3.3	2.5	6.2	7.7	-7.0
- Cc1ccc(-n2c(=O)[nH]cc(C(=O)N3CCc4ccccc43)c2=O)cc1
  2.7	0.0	0.1	-4.1	9.5	-5.9	7.0	-1.8	-2.6
- COC(=O)c1ccccc1NC(=O)N1CCN(C(=O)c2ccco2)CC1
  3.3	-0.2	-2.4	-9.8	-3.8	-4.5	-5.2	2.8	-4.1
- N=C(CC1CC(=O)NC(=O)C1)C1=C(O)CCCC1=O
  12.4	-0.2	2.7	-2.8	3.3	-10.6	-2.8	5.3	-2.3
- O=C(Nc1ccc(Oc2ncnc3cc(Cl)ccc23)nc1)Nc1cccc(C(F)(F)F)c1
  -4.5	3.8	26.3	-3.0	.	-7.2	-7.9	2.3	0.5
- Cc1cc(C)nc(NS(=O)(=O)c2cccs2)c1
  4.5	-1.7	-2.4	-5.4	-1.3	-5.2	-1.0	-3.0	-2.0
- c1ccc(-c2ncc(CN3CCN(c4ccccn4)CC3)[nH]2)cc1
  7.4	-0.6	16.4	-1.5	.	-64.5	-22.7	-1.0	2.0
- CCOC(=O)Nc1nnc(CCc2ccccc2)s1
  -12.3	-1.7	0.1	8.3	2.4	-86.6	6.5	-1.4	3.6
- Cc1cccc2cc3c(NC(=O)C(C)C)nn(C)c3nc12
  -0.6	13.9	21.0	-0.7	-1.4	-14.6	2.3	3.8	22.4
- Fc1ccccc1/C=N/Nc1nc(-c2ccccn2)nc2ccccc12
  -24.7	-0.7	21.5	-6.6	.	.	-8.0	-2.9	-3.0
- Cc1ccc(Cl)cc1N1CCN(Cc2nnnn2C2CCCCC2)CC1
  4.8	-4.3	1.2	-4.3	11.7	-19.0	-21.0	-1.7	-9.6
- O=Cc1ccc(OCc2cn3ccccc3n2)cc1
  3.6	-0.6	16.5	-7.0	-4.3	-20.7	-4.0	7.5	-0.5

Compound activity deposited in PubChem BioAssay by several laboratories.
